Compound activity as filed in PubChem BioAssay.
IEC-6 tox: cytotoxicity in IEC-6 intestinal epithelial cells, primary screen, cytotoxicity control for KLF5 inhibitor project, cell-based, luminescence. AID 1825, 2009. IEC-6 cytotoxicity, luminescence viability. inhibition, % at 5 µM. 290,000 tested, 0.78% active; in the data active = inhibition above about 22%;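 also: 0% = plate median of test compound wells and 100% = cytotoxic reference compound wells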
HSF1 inh: HSF1 inhibitors in luciferase reporter cells, primary screen, cell-based, NIH3T3, luminescence | NIH3T3-HGL HSE-luciferase, MG132-induced, luminescence 8 h; active compounds read low | activity change, negative = inhibition, % at 7.5 µM (by protocol) | 300,000 tested, 0.77% active | AID 2098, 2009;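 active = more than half of replicate wells show activity change below -50%, luminescence cut by over half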;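 also: luciferase reports HSF-1 transcriptional activity via heat shock element; 0% = median of DMSO wells and -100% = zero luminescence signal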
aSyn UTR inh: MLPCN primary screen, SNCA 5' untranslated region; alpha-synuclein 5'UTR reporter, inhibitor activity; inhibition, % (tested at 7.5 µM); 300,000 tested, 0.82% active; in the data active = inhibition above about 60%;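 also: H4 neuroglioblastoma cells stably carrying SNCA 5'UTR luciferase fusion; 0% = DMSO wells and 100% = positive control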
HIF act: HIF pathway transcriptional activators, primary screen, cell-based, U2OS HRE-luciferase, luminescence; activation, % at 7.5 µM (by protocol); 300,000 tested, 0.32% active; U2OS HRE-luciferase reporter; normalized: DMSO 0%, desferrioxamine 100%; AID 1910, 2009;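 active = mean activation of at least 10% of the iron chelator positive control signal, with at least half of replicates also reaching 10%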
HSF1 activator: HSF-1 activators, primary screen, NIH3T3-HGL cells, MG132 stress, luminescence, single point; NIH3T3-HGL HSF-1 luciferase reporter, 8 h; 100% = twice DMSO control signal; activation, % at 9 µM; 300,000 tested, 1.7% active; AID 504408, 2011;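 active = mean replicate activation of at least 50% with a set share of replicates each reaching 50%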;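 also: 0% = median of the neutral control wells and 100% = twice that signal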
HSP90 refold inh: HSP90 inhibitors, primary screen, cell lysate, luminescence | Heat shock protein HSP 90 (rabbit reticulocyte lysate; luciferase refolding) | Rabbit reticulocyte lysate, luciferase refolding luminescence, 3 h | inhibition, % at 5.6 µM | 290,000 tested, 0.91% active | AID 1789, 2009;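 active = inhibition above the screen-wide mean plus 3 SD, computed separately per campaign, cut at about 16% in these data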;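 also: 0% = DMSO wells and 100% = 60 µM geldanamycin wells; inhibitors lower the luminescence because luciferase stays unfolded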
KLF5 inhibitor: KLF5 expression inhibitors, primary screen, DLD-1 cells, luminescence; DLD-1 KLF5 promoter-luciferase reporter; inhibition, % at 5 µM; 290,000 tested, 0.23% active; AID 1700, 2009;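 active = inhibition above a per-plate limit of that plate's mean compound inhibition plus 3 SD, cut at about 60% in these data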;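 also: 0% = DMSO wells and 100% = LY294002 at 200 µM; higher means less KLF5 promoter-driven luciferase light; inactives centre near -14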
GSK3A inh: blockers of GSK3A enzyme activity – biochemical, luminescence, cell-free homogeneous, HTS, primary screen | GSK-3 alpha kinase, ADP-Glo luminescence, 60 min | inhibition, % at 10 µM | 320,000 tested, 0.1% active;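 in the data active = inhibition above about 50%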;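 also: GST-tagged GSK-3 alpha with peptide substrate and 25 µM ATP; 0% = DMSO neutral wells and 100% = GW8510 positive control wells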
Target sequence (P49840 whole entry, looked up): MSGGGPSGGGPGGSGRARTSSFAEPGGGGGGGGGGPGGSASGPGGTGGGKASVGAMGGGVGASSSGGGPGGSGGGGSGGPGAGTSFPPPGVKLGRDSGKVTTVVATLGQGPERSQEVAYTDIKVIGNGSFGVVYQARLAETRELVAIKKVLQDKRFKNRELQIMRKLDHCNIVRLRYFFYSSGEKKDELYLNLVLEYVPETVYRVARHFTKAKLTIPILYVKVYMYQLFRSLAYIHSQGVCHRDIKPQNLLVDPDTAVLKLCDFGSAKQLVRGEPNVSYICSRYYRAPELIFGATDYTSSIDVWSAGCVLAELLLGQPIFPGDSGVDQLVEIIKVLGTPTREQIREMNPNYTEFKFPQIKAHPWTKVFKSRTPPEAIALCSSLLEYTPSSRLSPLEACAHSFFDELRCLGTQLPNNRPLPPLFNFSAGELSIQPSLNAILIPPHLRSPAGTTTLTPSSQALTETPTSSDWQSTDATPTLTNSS
GSK3B inh: human GSK3beta kinase inhibitors, primary screen, biochemical, cell-free homogeneous, HTS; activity score (negative = inhibition), % at 10 µM; 300,000 tested, 0.038% active; Glycogen synthase kinase-3 beta (Homo sapiens), P49841; GST-GSK3beta kinase, ADP-Glo luminescence, 60 min; active compounds read low;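 active = more than half of replicate wells score below -50%, meaning over 50% inhibition versus plate controls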;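 also: 0% = median DMSO wells and -100% = median GW8510 positive control wells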
Target sequence (P49841 whole entry, looked up): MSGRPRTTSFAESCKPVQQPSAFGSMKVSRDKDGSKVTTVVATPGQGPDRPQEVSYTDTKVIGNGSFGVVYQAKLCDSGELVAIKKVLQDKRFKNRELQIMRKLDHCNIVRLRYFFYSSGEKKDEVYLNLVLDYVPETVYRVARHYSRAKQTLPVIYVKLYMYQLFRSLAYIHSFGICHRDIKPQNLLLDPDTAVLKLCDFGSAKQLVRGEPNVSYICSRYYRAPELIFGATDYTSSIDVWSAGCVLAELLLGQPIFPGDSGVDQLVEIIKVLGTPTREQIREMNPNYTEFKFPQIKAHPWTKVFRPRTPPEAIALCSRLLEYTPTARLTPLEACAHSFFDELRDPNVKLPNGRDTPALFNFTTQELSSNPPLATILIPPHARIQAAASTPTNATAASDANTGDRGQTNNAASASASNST
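Assay system: GST-fused GSK3beta enzyme, cell-free / Medium: Tris pH 7.5 buffer with MgCl2, DTT, BSA, heparin / Also added: peptide substrate plus 25 µM ATP (final) / Compound: 10 µM single point / Timing: kinase reaction with compound 60 min at room temperature / Detection: ADP-Glo luminescence / Benchmarks: DMSO neutral wells and GW8510 at 20 µM as positive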
AI-2 QS modul: Vibrio harveyi AI-2 quorum sensing modulators, primary screen, JMH597 strain, luminescence/OD600 ratio; Vibrio harveyi JMH597 AI-2 luminescence/OD600 ratio, 9 h; active compounds read low; strain lacks LuxN and CqsS sensors; 0 = neutral-control median; activity change, % at 7.5 µM; 300,000 tested, 0.4% active; AID 2094, 2009; in the data active = activity change below about -75%, passing the limit was not always enough;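 also: luminescence divided by OD600 gain over 9 h not by final OD600 alone; inactives centre near 13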
* hit, by the source's call; nt = no result given.

SMILES | IEC-6 tox | HSF1 inh | aSyn UTR inh | HIF act | HSF1 activator | HSP90 refold inh | KLF5 inhibitor | GSK3A inh | GSK3B inh | AI-2 QS modul
O=C(CCNC(=O)N1CC(=O)Nc2ccccc21)Nc1ccc(Br)cc1F | 2 | 0 | 19 | 1.2 | 0 | 1 | -26 | 2 | 2 | 16
Nc1c(Nc2ccccc2)c2ccccc2oc1=O | 4 | 82 | -5 | -0.9 | 88* | -1 | -24 | 0 | 1 | 3
CCCCN1C(=O)C(O)=C(C(C)=O)C1c1ccccc1[N+](=O)[O-] (stereo unspecified) | 2 | 2 | -31 | -0.3 | 8 | 2 | 7 | -4 | 4 | 19
O=C1c2ccccc2C(=O)N1CCN1CCCCC1 | 6 | 0 | 13 | -0.5 | -6 | 2 | 9 | nt | -4 | 21
COc1ccc(S(=O)(=O)NCCN2CCNC2=O)cc1OC | -4 | -2 | 17 | -0.4 | -14 | -1 | 1 | -3 | 1 | 35
COC(=O)c1cn(CC(=O)Nc2ccc(F)cc2)c2ccccc12 | -9 | -1 | 29 | 0.4 | -21 | -1 | -20 | 2 | 1 | 7
COc1ccccc1N1CCN(C(=O)c2oc3c(c2C)C(=O)CC(C)(C)C3)CC1 | 10 | 4 | 7 | -0.2 | 9 | -2 | -4 | -1 | -1 | -1
COC(=O)Cc1cc(=O)oc2c(C)c(O)ccc12 | -4 | -3 | 1 | 0.5 | -7 | -2 | -49 | 7 | -4 | 12
COCCCNC(NC(=O)c1ccc(C)cc1)C(Cl)(Cl)Cl (stereo unspecified) | 7 | -2 | 1 | -0.3 | -6 | 3 | -7 | -4 | -8 | 3
COc1cc(NC(=O)C2=CC(c3ccco3)=NS(=O)(=O)N2C)cc(OC)c1OC | -4 | 1 | 13 | -0.9 | 18 | -5 | -7 | 10 | -5 | 9
CCCCn1c(N)c(N(CC)C(=O)c2ccc3c(c2)S(=O)(=O)c2ccccc2C3=O)c(=O)[nH]c1=O | 3 | 6 | 0 | 0.2 | 2 | 2 | -5 | 1 | 0 | 26
C=CCNc1nc(NCC)nc(N2CCOCC2)n1 | 4 | -7 | 11 | -0.5 | -4 | -1 | -18 | -2 | -2 | 1
O=C1CCc2cc(S(=O)(=O)NCc3ccc(F)cc3)cc3c2N1CC3 | nt | 10 | 18 | 1.1 | 41 | nt | nt | nt | 1 | 33
NC(=O)CC[C@H](NC(=O)[C@H](Cc1ccccc1)n1c(=O)[nH]c2ccccc2c1=O)C(=O)N1CCC[C@H]1C(=O)O | -3 | 1 | -12 | -0.1 | -3 | -2 | -20 | -1 | 1 | 33
CCCCC(=O)Nc1cccc(NC(=S)NC(=O)COc2ccccc2Cl)c1 | 0 | 18 | 1 | -0.3 | 20 | 1 | -53 | 7 | -1 | 7
Nc1c(N2CCCC2)cc(Cl)c2nonc12 | -7 | 11 | -17 | 0.5 | 7 | 6 | -15 | 3 | 1 | -14
Cc1cc(NC(=O)c2cc(-c3ccncc3)nc3c(C)cccc23)no1 | 60* | -3 | 32 | -0.6 | -10 | 2 | 34 | -1 | -1 | 8
NC(=O)c1ccccc1NC(=O)Nc1cccc(Cl)c1 | 4 | 2 | 13 | 0.1 | 21 | -3 | -22 | -1 | 0 | 4
O=C1Nc2ccccc2/C1=C/c1ccccc1F | 2 | 10 | -23 | 2.4 | 1 | 0 | -13 | -1 | -1 | 10
CCOC(=O)c1cccc(NC(=O)c2cnccn2)c1 | -4 | nt | -43 | 0.2 | nt | -2 | 4 | -2 | 2 | 24

A draw from above in order of molar mass, rising:
SMILES | IEC-6 tox | HSF1 inh | aSyn UTR inh | HIF act | HSF1 activator | HSP90 refold inh | KLF5 inhibitor | GSK3A inh | GSK3B inh | AI-2 QS modul
Nc1c(N2CCCC2)cc(Cl)c2nonc12 | -7 | 11 | -17 | 0.5 | 7 | 6 | -15 | 3 | 1 | -14
O=C1c2ccccc2C(=O)N1CCN1CCCCC1 | 6 | 0 | 13 | -0.5 | -6 | 2 | 9 | nt | -4 | 21
CCCCN1C(=O)C(O)=C(C(C)=O)C1c1ccccc1[N+](=O)[O-] (stereo unspecified) | 2 | 2 | -31 | -0.3 | 8 | 2 | 7 | -4 | 4 | 19

The list goes on.
SMILES | IEC-6 tox | HSF1 inh | aSyn UTR inh | HIF act | HSF1 activator | HSP90 refold inh | KLF5 inhibitor | GSK3A inh | GSK3B inh | AI-2 QS modul
O=c1[nH]c(COc2ccc(Cl)cc2Cl)nc2ccccc12 | -4 | 57 | -189 | 4.6 | 85* | -3 | -156 | -1 | 2 | 32
O=C(COC(=O)C1(c2ccc(F)cc2)CCCC1)NC1CC1 | -1 | -6 | 22 | -0.2 | -11 | 2 | -32 | nt | -7 | 50
O=C(Nc1nc2ccccc2[nH]1)c1cccc(Cl)c1 | 8 | 29 | -151 | 3.9 | 42 | -2 | -185 | -1 | -1 | 10
Cc1onc(-c2c(Cl)cccc2Cl)c1C(=O)ONC(=O)c1ccccc1 | 2 | -14 | -9 | -0.1 | -27 | 1 | -21 | -3 | -1 | 3
CC(SCc1ccccc1)C(=O)N/N=C/c1ccc(OCC(=O)NCc2ccco2)cc1 (stereo unspecified) | 5 | -11 | 24 | -1.2 | 1 | -4 | -3 | 7 | 0 | -4
CCc1ccc(NC(=O)CSc2nc(NS(=O)(=O)c3ccccc3)cc(=O)[nH]2)cc1 | -2 | -39 | -48 | 0.5 | -45 | -3 | -12 | nt | 2 | 13
CCOC(=O)N1CCN(C(=O)CN(c2cccc(OC)c2)S(C)(=O)=O)CC1 | 0 | 4 | -10 | -0.1 | -1 | -2 | -19 | 5 | 0 | 19
c1cnc(-c2noc(CN3CCN(C4C5CC6CC(C5)CC4C6)CC3)n2)cn1 (stereo unspecified) | 0 | 2 | 2 | 0.2 | -1 | 0 | -12 | 2 | -1 | 17
CC(=O)NC12CC3CC(C1)CC(C(=O)OCC(=O)Nc1ncc(Cl)c(C)c1Cl)(C3)C2 | -2 | -2 | -2 | 0.3 | -8 | 2 | -54 | -1 | 1 | 25
CCNc1nc(Cl)nc(N(NC(C)=O)C(C)CC)n1 (stereo unspecified) | 1 | 1 | -14 | 0.1 | 1 | 2 | -53 | -2 | 0 | 2
N#Cc1ccccc1OCCOCCNC1CCCC1 | 7 | -7 | -14 | -0.2 | 0 | 1 | -13 | 1 | 5 | 30
CC(=O)c1sc(N/N=C\c2ccc(N(C)C)cc2)nc1C | 6 | 5 | -135 | 3.7 | 30 | -1 | -173 | -3 | 1 | 6
CC(=O)N1CCN(S(=O)(=O)c2ccc(C)cc2)C1c1ccc(N(C)C)cc1 (stereo unspecified) | -1 | -3 | -3 | 0.1 | -2 | 0 | -9 | -1 | 0 | 15
O=C(O)C(=O)/C(=C\c1ccc([N+](=O)[O-])cc1)c1ccc2ccccc2n1 | 20 | 18 | -88 | 3.5 | 35 | -1 | -14 | -4 | 2 | 6
O=C(NNC1CC(=O)N(c2cccc(Cl)c2)C1=O)c1cccs1 (stereo unspecified) | -6 | 9 | -1 | 0.3 | 18 | 1 | -20 | -3 | -2 | 8
COc1ccc(NC(=O)c2cc(OC)c(OC)c(OC)c2)cn1 | 4 | -8 | 5 | 0.0 | -1 | 2 | -26 | 0 | -4 | 20
Cn1c(CC(=O)Nc2ccc(F)cc2)nnc1SCC(=O)NC1CCCCC1 | -4 | -11 | 22 | 0.3 | 5 | -2 | -29 | -1 | 1 | 19
COc1ccccc1NC(=O)c1cnc(SCC(=O)NCC2CCCO2)n(C)c1=O (stereo unspecified) | nt | 164 | -9 | 0.5 | 171* | nt | nt | -2 | 0 | 15
COc1ccc(NC(=O)c2cc3ccc4c5ccccc5[nH]c4c3cc2O)cc1 | 1 | -10 | -10 | -1.4 | -8 | 1 | -14 | -1 | 1 | 3
Cc1cccc(N2CCN(Cc3cnc(Cl)s3)CC2C)c1 (stereo unspecified) | 5 | 14 | 22 | -1.0 | 12 | 0 | -8 | -1 | 5 | 4
CCNC(=O)C(C)Oc1ccc(Cl)cc1Cl (stereo unspecified) | -3 | -4 | 2 | -0.2 | 6 | 3 | 8 | -1 | 0 | 14
CCn1c(SCC(=O)NNC(=O)c2ccc(OC)cc2)nnc1C1CC1 | 5 | -10 | 4 | -2.1 | 4 | -1 | -7 | 0 | nt | nt
CCOc1ccc(C(=O)Nc2cccc(-c3cc4ccccc4oc3=O)c2)cc1[N+](=O)[O-] | 4 | 0 | 16 | -7.4 | -11 | -1 | 7 | -1 | 0 | -17
CC(C)CN(C(=O)CCCc1nc2ccccc2c(=O)[nH]1)c1c(N)n(Cc2ccccc2)c(=O)[nH]c1=O | nt | -5 | 0 | 1.4 | -2 | nt | nt | 0 | -1 | 26
Cn1c(CNC(=O)c2ccccc2F)nnc1SCc1ccc(Cl)cc1 | -11 | -3 | 14 | 0.1 | -9 | -4 | -18 | 0 | 0 | 6
Cc1ccc(OCC(=O)N/N=C/c2cn(C)c3ccccc23)cc1 | -5 | -8 | -11 | -0.1 | -5 | 0 | -19 | -1 | 0 | 18

Grouped by structure, those above with an NH in an aromatic ring (7)
SMILES | IEC-6 tox | HSF1 inh | aSyn UTR inh | HIF act | HSF1 activator | HSP90 refold inh | KLF5 inhibitor | GSK3A inh | GSK3B inh | AI-2 QS modul
CCCCn1c(N)c(N(CC)C(=O)c2ccc3c(c2)S(=O)(=O)c2ccccc2C3=O)c(=O)[nH]c1=O | 3 | 6 | 0 | 0.2 | 2 | 2 | -5 | 1 | 0 | 26
NC(=O)CC[C@H](NC(=O)[C@H](Cc1ccccc1)n1c(=O)[nH]c2ccccc2c1=O)C(=O)N1CCC[C@H]1C(=O)O | -3 | 1 | -12 | -0.1 | -3 | -2 | -20 | -1 | 1 | 33
O=c1[nH]c(COc2ccc(Cl)cc2Cl)nc2ccccc12 | -4 | 57 | -189 | 4.6 | 85* | -3 | -156 | -1 | 2 | 32
O=C(Nc1nc2ccccc2[nH]1)c1cccc(Cl)c1 | 8 | 29 | -151 | 3.9 | 42 | -2 | -185 | -1 | -1 | 10
CCc1ccc(NC(=O)CSc2nc(NS(=O)(=O)c3ccccc3)cc(=O)[nH]2)cc1 | -2 | -39 | -48 | 0.5 | -45 | -3 | -12 | nt | 2 | 13
COc1ccc(NC(=O)c2cc3ccc4c5ccccc5[nH]c4c3cc2O)cc1 | 1 | -10 | -10 | -1.4 | -8 | 1 | -14 | -1 | 1 | 3
CC(C)CN(C(=O)CCCc1nc2ccccc2c(=O)[nH]1)c1c(N)n(Cc2ccccc2)c(=O)[nH]c1=O | nt | -5 | 0 | 1.4 | -2 | nt | nt | 0 | -1 | 26
